# EWS-Fli inh: inhibitors of EWS/Fli oncoprotein transcriptional activity; 350,000 tested, 0.67% active; inhibition, % at 12.6 µM; A673 NR0B1-luciferase reporter, viability-normalised;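 active = mean inhibition of at least 50% after viability correction, with every replicate also passing that limit; inconclusive = mean reaches 50% but only one of two replicates passes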;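 also: firefly luciferase signal divided by Alamar Blue viability fluorescence both relative to DMSO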
# FN deposit inh: fibronectin deposition inhibition; AH1F fibroblasts, Alexa488-fibronectin deposition fluorescence, overnight; inhibition, % at 12.6 µM; 350,000 tested, 0.086% active; AID 743247;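 active = mean inhibition across replicates of 30% or more, regardless of how many single replicates reach that level; inconclusive = mean under 30% yet at least half of replicates reach 30%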;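 also: positive control wells lacked labelled fibronectin entirely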
#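 Schedule: 1 h cell adhesion before compound, then overnight fibronectin incubation; test system: AH1F fibroblast monolayer depositing Alexa488-labelled fibronectin into matrix; quantity: 10000 AH1F cells per well; probe or stimulus: fluorescent fibronectin at 24 nM final; signal: fluorescence, ex 485 nm, em 525 nm; evaluation: percent inhibition as loss of matrix-bound fibronectin fluorescence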
# DENV2 CPE: DENV2-induced cell death inhibition; 350,000 tested, 1.7% active; AID 651640; DENV2-infected cells, cytopathic effect rescue, plate reader; CPE inhibition, % at 9.99 µM; in the data active = CPE inhibition above about 20%, passing the limit was not always enough; inconclusive = no clear call, values can overlap the other calls; tested in BHK-21 cells;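 also: 0% = median of neutral control wells and 100% = median of positive control wells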
# F508del corr: CFTR F508del correction in bronchial cells | CFBE cells, YFP halide quenching; stimulated with forskolin plus potentiator P3; % fluorescence drop versus neutral controls | activity (quench increase), % at 7.58 µM | 350,000 tested, 0.36% active;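 active = mean added fluorescence quench of at least 8% versus neutral control, with both replicates also reaching 8%; inconclusive = only one of the mean or replicate conditions met; inactive = mean below 8% and not both replicates reaching 8%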;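 also: cells transiently co-express mutant CFTR-F508del with the halide-sensitive YFP; corrector assay measuring rescue of mutant channel to the surface after 24 h compound exposure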
# miR-122 sensor: miR-122 inhibition in Huh7 cells; Huh7 miR-122 Renilla luciferase sensor, 48 h; neutral wells = 0, positive control = 100; activation (reporter increase), % at 12.5 µM; 340,000 tested, 0.3% active; AID 602342;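 active = mean replicate activation score at least 90 and every replicate individually at or above 90; inconclusive = only one of the two criteria met; inactive = neither criterion met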;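 also: higher luciferase means less miR-122 activity so hits act as miR-122 inhibitors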
# INS-1E GSIS act: primary screen for activators of insulin secretion dependent on glucose, INS-1E cells, GLuc reporter luminescence. INS-1E GLuc reporter insulin secretion, 2-3 h. AID 743287. activation, % at 16.6 µM. 370,000 tested, 0.61% active;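 active = lowest replicate activation of at least 40%, so every replicate reaches that level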;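 also: 0% = median of neutral control wells and 100% = median of IBMX positive control wells; some compounds called inactive have numbers as strong as hits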
# PAX8 inh HTS: lowers PAX8-driven luciferase in RMG-I cells. inhibition, % at 12.6 µM. RMG-I TPO-luciferase reporter, SteadyGlo, 24 h. AID 652154. 360,000 tested, 1.2% active;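 active = mean replicate inhibition at least 60% with every replicate also reaching 60%; inconclusive = only one of the two criteria is met; inactive = mean below 60% and not all replicates reaching 60%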;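 also: luciferase light reporting Pax8 driven TPO promoter activity; plate controls were median of neutral control wells for no effect and mitoxantrone controls for full effect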
# * hit, by the source's call; ? = inconclusive; nt = not tested or not shown; & = joins results of further samples; [ ] = another dose, or the depositor's remark.
# Each structure is followed by: EWS-Fli inh	F508del corr	FN deposit inh	PAX8 inh HTS	INS-1E GSIS act	miR-122 sensor	DENV2 CPE
Cc1cc(C)c2nc(SCC(=O)Nc3ccccc3N3CCOCC3)c(C#N)cc2c1
→ nt	nt	-5	5	nt	0	nt
CCCS(=O)(=O)NC(=O)C1(C)CCCN(C(=O)COCc2ccccc2)C1 (stereo not given)
→ 4	-2.4	-1	-1	4	nt	9
Oc1oc(-c2ccccc2)nc1/C=N/c1nccs1
→ -7	-3.0	-6	-13	-16	nt	-1
COc1ccccc1CN1C[C@@H]2C[C@@H](c3cccc(C)c3)N3CCC[C@@]23C1=O
→ 8	-0.8	-6	8	10	0	-1
Cc1ccc(CNC(=O)CSc2nc3ccsc3c(=O)n2Cc2ccccn2)cc1
→ -18	-0.5	2	-27	-2	-6	5
Cc1ccccc1S(=O)(=O)N1C[C@@H](O)COC[C@@H]2O[C@@H](CC(=O)O)CC[C@H]21
→ -1	1.6	6	-14	8	-2[16.7 µM]	-1
COc1ccc(NC(=O)Nc2ccc3c(c2)C(=O)N([C@H](C)CO)C[C@H](C)[C@H](CN(C)C(=O)c2ccccc2)OCCCC[C@H](C)O3)cc1
→ -4	4.2	nt	4	-11	1[16.7 µM]	-10
COc1ccc(C(=O)NCCSCc2ccco2)cc1OC
→ 2	-0.5	nt	nt	27	nt	20
CC1CCN(C(=O)c2cc3nc(-c4ccccc4)cc(-c4ccccc4)n3n2)CC1
→ nt	nt	13	nt	-42	77	nt
CN1C(=O)c2cc(NC(=O)Nc3ccccc3Cl)ccc2OC[C@H]2O[C@H](CC(=O)NCCCN3CCOCC3)CC[C@@H]21
→ 1	nt	-3	13	5	nt	1
CCc1ccc(/C=C2/SC(N3CCOCC3)=NC2=O)cc1
→ -33	-0.7	-1	-7	2	nt	-1
O=C(Nc1ccccc1)N1CCCN(c2nccc(C(F)(F)F)n2)CC1
→ -10	0.0	-2	-9	7	-8	-7
O=C(COc1ccc(Br)cc1)NCC1COc2ccccc2O1 (stereo not given)
→ -5	-4.2	-2	-4	-25	1	?
Cc1cc(C)c(S(=O)(=O)Nc2ncn[nH]2)cc1C
→ 2	-4.5	-7	-13	5	0	6
COc1ccc(CN(C)C[C@H]2Oc3c(NC(=O)CCCCCC(=O)Nc4ccccc4N)cccc3C(=O)N([C@@H](C)CO)C[C@@H]2C)cc1
→ nt	2.0	nt	22	14	nt	-1
c1ccc(Cn2c[n+](Cc3ccccc3)c3ccccc32)cc1
→ 4	0.7	6	34	nt	0	4
COc1ccccc1N1CCN(C2CCCN(C(=O)c3oc(C)cc3C)C2)CC1 (stereo not given)
→ nt	1.1	nt	12	12	nt	-8
O=C(NC(=S)Nc1ccc2cn[nH]c2c1)c1ccccc1
→ -71	-3.7	-7	-4	-3	4	3
C[C@H]1CCCCO[C@H](CN(C)Cc2ccc(C(=O)O)cc2)[C@@H](C)CN([C@@H](C)CO)C(=O)c2cc(NC(=O)NC3CCCCC3)ccc2O1
→ -7	-0.6	nt	10	-4	10[16.7 µM]	1
CCOc1ccc(CCNC(=O)c2cc(C)nn2-c2ccccc2)cc1
→ 1	-0.2	-17	-3	-4	20	-5
CCOc1ccc(C(=O)CCN2CCOCC2)cc1
→ -6	-6.2	3	47	-14	-7	2
CC(=O)O/N=C(\N)c1cnn2c(C(F)(F)F)cc(C(F)(F)F)nc12
→ -3	0.4	-1	10	nt	nt	?
CC1Cc2ccccc2N1C(=O)CN(C)CC(=O)Nc1ccc(OC(F)(F)F)cc1 (stereo not given)
→ 5	0.3	-15	-1	-47	5	-6
O=C(Nc1cccc2ccccc12)c1cnsn1
→ 17	2.0	-4	-3	12	13	10
CCCN1CCc2c(sc(NC(=O)C3CCN(S(=O)(=O)c4cccs4)CC3)c2C(N)=O)C1
→ -7	-3.6	3	15	-1	-4	9
C[C@@H]1CN([C@H](C)CO)C(=O)c2c(c3ccccc3n2C)-c2ccccc2CO[C@@H]1CN(C)C(=O)Nc1ccccc1C(F)(F)F
→ 1&-4	1.1&3.3	6&-11	-6	30&8	0	7&8
CC(NC(=O)COC(=O)c1ccco1)c1ccccc1 (stereo not given)
→ nt	nt	-7	-13	-3	-4	nt
Cn1c(=O)c2c(nc(Oc3cccc(Br)c3)n2C)n(C)c1=O
→ 26	4.9	3	-1	15	-4	5
C[C@@H]1CN([C@H](C)CO)S(=O)(=O)c2ccc(C3=CCCC3)cc2O[C@@H]1CN(C)Cc1ccccn1
→ 4	-3.7	-12	-10	24	10[16.7 µM]	0
CO[C@@H]1CN(C)C(=O)c2cc(NC(=O)NC(C)C)ccc2OC[C@H](C)N(S(C)(=O)=O)C[C@H]1C
→ -2	-0.5	10	-2	-15	nt	-13
COc1ccccc1C(=O)N1C[C@H]2[C@@H](c3ccccc31)[C@H](CO)N2C(=O)C1CC1
→ 11	-1.6	6	4	-3	26[16.7 µM]	11
Cc1noc(C)c1CSc1nnc2ccccn12
→ nt	nt	11	nt	22	-4	nt
Cn1c(=O)n(CC(=O)O)c(=O)c2c1nc1n2CCCN1CCc1ccccc1
→ 5	1.2	-8	19	nt	-1	nt
CCOC(=O)C1CCCN(c2c(C(=O)c3ccccc3)cnc3ccccc23)C1 (stereo not given)
→ 24	2.2	2	-1	-18	nt	2
COc1ccccc1N1CCN(S(=O)(=O)CCNC(=O)C2CCCCC2)CC1
→ -3	2.0	-7	-10	-5	nt	3
Cc1cc(NC(=O)c2ccc(N3C(=O)C4C5C=CC(C5)C4C3=O)cc2)no1 (stereo not given)
→ -12	-1.2	18	-10	0	nt	-8
CN(C)C(=O)c1ccc(-c2ccc([C@@H]3[C@@H](CO)N4CCCCN(CC5CC5)C[C@@H]34)cc2)cc1
→ -8	1.2	nt	-46	14	15[16.7 µM]	-1
COc1cc2c(cc1O)[C@@H]1Cc3cc(OC)c(OC)cc3C(C2)N1C
→ 6	-0.3	-6	-2	4	-2	?
O=C(NCC(=O)N1CCN(S(=O)(=O)c2ccc3c(c2)OCCO3)CC1)c1ccccc1F
→ 15	-1.6	0	1	1	-4	-4
CCCNC(=O)N(C)C[C@@H]1Oc2ncc(C#CC(C)C)cc2C(=O)N([C@@H](C)CO)C[C@H]1C
→ 7	1.1	-1	-3	-5	1[16.7 µM]	1
CC(=O)C1C(c2ccc(F)cc2)c2c(noc2C)CC1(C)O (stereo not given)
→ 9	0.4	1	1	nt	-7	3
COc1ccc(CN2CCN(C(=O)C3CCC(CNS(=O)(=O)c4ccc(C)cc4)CC3)CC2)c(OC)c1OC (stereo not given)
→ 1	-1.3	2	8	10	-1	-4
Cc1ccc2occ(C(c3nnnn3C3CCCC3)N3CCN(C(=O)c4ccco4)CC3)c(=O)c2c1 (stereo not given)
→ 11	-1.5	nt	nt	-6	2	5
COc1ccc(S(=O)(=O)N(C)C[C@H]2Oc3ccc(NS(=O)(=O)c4ccc(Cl)cc4)cc3CC(=O)N([C@@H](C)CO)C[C@@H]2C)cc1
→ -2	-2.1	3	-1	6	-8[16.7 µM]	nt
CCN(CC)S(=O)(=O)c1ccc(NC(=O)Cc2cccs2)cc1
→ -8	-0.8	-1	0	-18	6	3
CC(=O)Nc1ccc(SC[C@H](CC(C)C)N2CCN(CCc3ccccc3)CCC2=O)cc1
→ -1	2.7	9	9	-1	0	0
CNC[C@@H]1Oc2ccc(NC(=O)c3ccncc3)cc2C(=O)N([C@H](C)CO)C[C@H]1C
→ -3	2.0	-32	-12	8	-1[16.7 µM]	15
CCN1[C@H](C(=O)NCCCN(C)C)[C@@H](CO)[C@@H]2Cn3c(ccc(-c4ccccc4OC)c3=O)[C@@H]21
→ -13	-0.3	nt	-10	-4	nt	7
COc1ccccc1N(C)S(=O)(=O)c1ccc(Cl)c(C(=O)NCC2(N(C)C)CCCCC2)c1
→ -1	-0.4	10	-9	-17	-9	7
Cc1ccccc1-n1c(C)nnc1SCC(=O)NNC(=O)c1ccccc1
→ -3	nt	6	-3	1	nt	4

# New compounds follow:
# Each structure is followed by: EWS-Fli inh	F508del corr	FN deposit inh	PAX8 inh HTS	INS-1E GSIS act	miR-122 sensor	DENV2 CPE
COc1ccc(CCNC(=O)COC(=O)C2CC2C)cc1 (stereo not given)
→ -6	-4.9	0	-5	11	-2	7
O=S1(=O)CCOC[C@H](CC2CCCCC2)N1Cc1ccccc1Br
→ 9	0.1	1	15	nt	-1	-17
CN1C(=O)c2cc(NC(=O)C3CCOCC3)ccc2OC[C@H]2O[C@@H](CC(=O)NCC3CCCCC3)CC[C@@H]21
→ -2	nt	-2	-10	-7	nt	2
CCCNC(=O)N1[C@@H](C#N)[C@H](c2ccc(C#Cc3cccc(F)c3)cc2)[C@@H]1CO
→ -17	-2.5	9	-4	-11	nt	-18
COc1ccc(OC)c(C2C(C(=O)c3ccco3)=C(O)C(=O)N2CC2CCCO2)c1 (stereo not given)
→ 2	-1.2	1	-7	11	nt	2
CC(=O)N=C1SC2CS(=O)(=O)CC2N1Cc1ccc(C)cc1 (stereo not given)
→ 2	0.6	-1	5	nt	3	-1
C[C@H]1CN([C@@H](C)CO)C(=O)c2cc(NC(=O)Nc3ccc4c(c3)OCO4)ccc2O[C@H]1CN(C)C(=O)Nc1ccc(C(F)(F)F)cc1
→ -7	1.1	4	8	5	4[16.7 µM]	-7
COCC(=O)Nc1ccc2c(c1)C(=O)N(C)[C@@H]1CC[C@@H](CC(=O)OC)O[C@@H]1CO2
→ 17	-0.3	-9	12	4	-46[16.7 µM]	-1
COc1ccc(/C=C2\SC(=O)N(CC(=O)Nc3ccc(O)cc3)C2=O)cc1OC
→ -5	0.7	-5	14	3	-4	3
CCCC#Cc1cnc2c(c1)C(=O)N([C@@H](C)CO)C[C@H](C)[C@H](CN(C)Cc1cccnc1)O2
→ 1	-1.6	-16	nt	3	6[16.7 µM]	5
CN1CCN(NC(=O)Nc2cccc(F)c2)CC1
→ -36	1.4	2	nt	-28	-10	5
CCOC(=O)Cc1cc(=O)n2[nH]c(-c3ccccc3)c(-c3ccccc3)c2n1
→ 16	nt	nt	0	-9	1	3
O=C(N[C@H]1CC[C@@H](CCNS(=O)(=O)c2ccc(F)cc2)O[C@H]1CO)c1cccnc1
→ -10	-2.3	nt	8	4	nt	0
O=C(NCc1nc2ccccc2[nH]1)c1ccc(S(=O)(=O)N2CCCC2)cc1
→ 6	3.0	17	-9	-9	6	4
C[C@@H]1CCCCO[C@@H](CN(C)Cc2ccc(C(=O)O)cc2)[C@@H](C)CN([C@H](C)CO)C(=O)c2cc(NC(=O)CCC(F)(F)F)ccc2O1
→ -9	-1.7	nt	nt	6	-4[16.7 µM]	?
COc1cc(C=O)ccc1OCc1ccc(Cl)nc1
→ -67	-1.7	-3	-143	3	3	-5
O=C(C[C@H]1CC[C@H](NS(=O)(=O)c2ccccc2)[C@@H](CO)O1)N1CCN(c2ccccc2)CC1
→ 1	-5.2	nt	-8	16	nt	-5
COc1ccccc1C(=O)NC(=O)CSc1ccc(C)c(C)c1
→ 6	0.2	0	1	nt	nt	?
O=C1c2cccc(OCc3ccc(F)cc3)c2CCN1Cc1ccc(F)cc1
→ 11	nt	-3	24	nt	nt	4
COc1ccc(NC(=O)N[C@H]2CC[C@@H](CC(=O)NC3CCCCC3)O[C@H]2CO)cc1
→ 1	0.2	12	-8	3	nt	-2
Cc1ccc2nc(C3CCN(CC(=O)Nc4ccc5c(c4)OCCO5)CC3)[nH]c2c1
→ nt	nt	-16	nt	1	-4	nt
O=C(Nc1ccc(OCC(=O)N2CCOCC2)cc1)c1ccccc1F
→ -17	-5.5	-6	-50	4	0	-3
